Screening data deposited in PubChem BioAssay by National Center for Advancing Translational Sciences (NCATS).
Nrf2 inh – Nrf2 pathway inhibition | A549 ARE-Fluc reporter, luciferase luminescence, 18-24 h | Potency, µM (doses to about 46 µM), inactives show at the top dose activity change, negative = inhibition, hits mostly inhibitors | 360,000 tested, 2.1% active; further: on the % scale 0 is the no-effect control and ±100 the full control effect; nearly all actives have a fitted effect of over 60% in size
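Cells were seeded and rested 2 h, then exposed to compounds for 18-24 h. CellTiter-Fluor was read first as a viability measure. BugLite was added 15 min before the final luminescent read of ARE-luciferase activity in A549 cells.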
Nrf2 ARE act – activates Nrf2 signaling | Potency, µM (highest dose often 46.1 µM), inactives show at the top dose activation, hits mostly activators | 410,000 tested, 0.31% active | AID 624171 | AREc32 ARE-luciferase reporter (MCF7-derived line), luminescence, 24 h; further: % of control where 0% means no effect; nearly all actives have a fitted effect of over 65% in size
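Steps: seed AREc32_Fluc cells (1000/well, 5% FBS OPTI-MEM); incubate overnight at 37 deg C; add 23 nL compound; incubate 24 hr; add Steady-Glo; hold 30 min RT; read luminescence.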
ATXN2 expr inh – inhibitors of ATXN2 expression | AID 1745845 | 360,000 tested, 0.72% active | HEK-293 ATXN2-luciferase reporter, luminescence, 24 h | Potency, µM (top dose mostly 57 µM), for inactives: at the top dose activity change, negative = inhibition, actives largely listed as inhibitors; further: on the % scale 0 is the no-effect control and ±100 the full control effect; nearly all actives have a fitted effect of over 55% in size
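ATXN2-luciferase reporter cells (luciferase flanked by upstream and downstream ATXN2 gene portions) were treated 24 h at 37 °C with compounds at up to 57 uM. SteadyGlo luminescence gave expression; GF-AFC fluorescence gave viability.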
TGFb inhibitor – blocks TGF-b signaling. Potency, µM (doses to about 46.1 µM), without a hit: at the highest dose activity, negative = inhibition, actives largely listed as inhibitors. 410,000 tested, 1.2% active. HepG2 CAGA-GFP TGF-b/SMAD3 reporter, GFP fluorescence, 18 h; TGF-beta stimulated, 500 pg/mL final. AID 588855; further: on the % scale 0 is the no-effect control and ±100 the full control effect; nearly all actives have a fitted effect of over 65% in size
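Inhibition was scored as loss of TGF-beta-induced (500 pg/mL final, 18 hours, 37 degrees C) GFP in HEPG2 cells carrying a CAGA-GFP reporter, in DMEM with 1% FBS. Well GFP was summed per cell; Activity was normalised to unstimulated and stimulated DMSO wells, then concentration-response fitting.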
EPAC2 antag – antagonists of human EPAC2; Q8WZA2; EPAC2 GEF exchange of Rap1B-BODIPY-GDP, fluorescence; AID 720708; Potency, µM (doses to about 114 µM), inactives show at the highest dose activity, negative = inhibition, hits mostly inhibitors; 360,000 tested, 0.18% active; further: on the % scale 0 is the no-effect control and ±100 the full control effect; nearly all actives have a fitted effect of over 45% in size; many of its hits are not listed in these tables
Target sequence (Q8WZA2 whole entry, looked up): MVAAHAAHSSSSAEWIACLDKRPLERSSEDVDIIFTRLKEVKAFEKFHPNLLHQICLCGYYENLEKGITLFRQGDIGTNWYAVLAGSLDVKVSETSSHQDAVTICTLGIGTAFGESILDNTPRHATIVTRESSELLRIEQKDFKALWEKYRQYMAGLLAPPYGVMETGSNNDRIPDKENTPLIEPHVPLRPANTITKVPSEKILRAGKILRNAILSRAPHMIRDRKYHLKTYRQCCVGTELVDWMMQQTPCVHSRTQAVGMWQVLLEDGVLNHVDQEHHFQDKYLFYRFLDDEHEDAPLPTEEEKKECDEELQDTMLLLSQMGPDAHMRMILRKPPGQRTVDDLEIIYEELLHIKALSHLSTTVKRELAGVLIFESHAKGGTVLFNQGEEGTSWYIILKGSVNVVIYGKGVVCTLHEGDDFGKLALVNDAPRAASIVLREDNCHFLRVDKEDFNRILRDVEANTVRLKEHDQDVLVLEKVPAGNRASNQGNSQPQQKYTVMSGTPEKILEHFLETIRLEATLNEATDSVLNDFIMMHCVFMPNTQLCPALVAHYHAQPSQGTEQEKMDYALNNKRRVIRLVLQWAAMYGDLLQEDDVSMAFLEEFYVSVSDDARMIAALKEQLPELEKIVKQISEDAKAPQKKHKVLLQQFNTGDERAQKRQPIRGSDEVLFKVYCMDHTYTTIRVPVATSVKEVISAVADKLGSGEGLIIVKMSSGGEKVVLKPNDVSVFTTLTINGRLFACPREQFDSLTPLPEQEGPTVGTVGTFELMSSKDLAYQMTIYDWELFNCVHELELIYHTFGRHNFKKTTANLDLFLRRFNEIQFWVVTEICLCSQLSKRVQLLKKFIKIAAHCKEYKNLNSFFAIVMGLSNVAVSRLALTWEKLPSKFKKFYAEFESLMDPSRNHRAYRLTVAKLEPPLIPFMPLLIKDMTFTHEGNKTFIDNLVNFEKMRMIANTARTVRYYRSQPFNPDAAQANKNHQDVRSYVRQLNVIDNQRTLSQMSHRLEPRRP
MCF10A rereplic – induces DNA re-replication in MCF 10a normal breast cells. AID 624296. MCF 10A DNA re-replication, Hoechst nuclear intensity, 48 h. 350,000 tested, 2.9% active. Potency, µM (titrated, usually from 46.1 µM), without a hit: top-dose activity, positive = re-replication, actives largely listed as activators; further: % of control where 0% means no effect; nearly all actives have a fitted effect of over 50% in size
HepG2 viability – kills HepG2 cells in TGF-b inhibitor counter-screen; HepG2 CAGA-GFP viability, ATP luminescence, 18 h; Potency, µM (highest dose often 46.1 µM), for inactives: top-dose activity change, negative = cytotoxicity, actives largely listed as cytotoxic; 410,000 tested, 0.76% active; AID 588856; further: some results filed as inactive show a strong effect at the top dose
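CellTiter-Glo luminescence gave cytotoxicity after 18 hours at 37 degrees C. The cells were HepG2 CAGA-GFP in 1% FBS DMEM, stimulated with 500 pg/mL TGF-beta after compound addition. %Activity was normalised to no-cell wells (complete cell-killing) and DMSO (no toxicity), and curves were fitted and classified.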
S2 tox – viability counter-screen for ATXN expression inhibitors | Potency, µM (titrated, usually from 56.7 µM), hits mostly cytotoxic | 400,000 tested, 0.49% active | S2 cells (HEK-293 line with an ATXN2-luciferase reporter) viability, CellTiter-Fluor protease fluorescence, 24 h | AID 651635; further: nearly all actives have a fitted effect of over 40% in size
A549 viability – kills or reduces viability of A549 cells in Nrf2 counter-screen; A549 ARE-Fluc cells, CellTiter-Fluor viability, 18-24 h; Potency, µM (titrated, usually from 46 µM), for inactives: top-dose activity change, negative = cytotoxicity, hits mostly inhibitors; 390,000 tested, 0.16% active; AID 504648; further: on the % scale 0 is the no-effect control and ±100 the full control effect
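Cytotoxicity counterscreen: CellTiter-Fluor fluorescence was measured in A549 ARE_Fluc cells after 18-24 h of compound exposure in a concentration series. The subsequent BugLite luminescent read reports ARE-luciferase activity.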
An asterisk follows results filed as active; i = inactive; ? = inconclusive; nt = no result given; & = joins results of further samples; [ ] = another dose, or the depositor's remark. The call rests on the fitted dose curve; in most records, active means well fitted curve in the direction sought with a large enough effect; inconclusive means small, poorly fitted or top-dose-only effect, or another doubt; inactive means no such curve, though single readings can be large; an effect the other way counts as inactive or inconclusive. Potency means the concentration at half of the fitted maximal effect.

Start of the listing, in advance (two entries):
Molecule	HepG2 viability	Nrf2 ARE act	Nrf2 inh	EPAC2 antag	TGFb inhibitor	ATXN2 expr inh	MCF10A rereplic	S2 tox	A549 viability
O=C(O)/C=C\C(=O)Nc1ccccc1C(=O)NC1CCCCC1	-2%	4.9%	?	14%	5%	21%	2%	i	1%
COc1cccc(CNC(=O)CCCn2c(=O)c3cccn3c3ccc(F)cc32)c1OC	-31%	7.0%	10%	nt	-28%	nt	nt	nt	0%

All compounds of this part, from the start:
Molecule	HepG2 viability	Nrf2 ARE act	Nrf2 inh	EPAC2 antag	TGFb inhibitor	ATXN2 expr inh	MCF10A rereplic	S2 tox	A549 viability
O=C(O)/C=C\C(=O)Nc1ccccc1C(=O)NC1CCCCC1	-2%	4.9%	?	14%	5%	21%	2%	i	1%
COc1cccc(CNC(=O)CCCn2c(=O)c3cccn3c3ccc(F)cc32)c1OC	-31%	7.0%	10%	nt	-28%	nt	nt	nt	0%
C#CCOc1ccc(C2C3=C(CCCC3=O)N(CC(=O)O)C3=C2C(=O)CCC3)cc1Br	1%	0.0%	7%	-14%	6%	2%	19%	nt	13%
CCC1(c2ccccc2)NC(=O)N(CC(=O)Nc2cccc(S(=O)(=O)N3CCCC3)c2)C1=O (configuration not stated)	1%	-0.6%	2%	5%	-4%	-10%	5%	i	4%
O=C(O)c1ccc(/C=C(\c2nc3ccccc3[nH]2)c2nc3ccccc3s2)cc1	-2%	?	-23%	-5%	?	-25%	?	i	-4%
Cc1cc(C)nc(NS(=O)(=O)c2ccc(NC(=O)C3CC3)cc2)n1	-26%	0.4%	-1%	2%	-20%	4%	-6%	i	7%
CC1CCN(c2ccccc2NC(=S)NC(=O)c2ccc(-c3cccc([N+](=O)[O-])c3)o2)CC1	-6%	2.2%	-14%	6%	2%	nt	8%	nt	2%
COc1cc(/C=C(\C#N)c2nc(-c3cc4ccccc4oc3=O)cs2)ccc1O	1%	5.6%	0%	?	2%	0%	0.92µM*	i	0%
CC(=O)Nc1cccc(S(N)(=O)=O)c1C	3%	0.0%	12%	5%	2%	2%	6%	i	6%
CCn1c(COc2cccc3cccnc23)nnc1SCC(=O)O	-1%	0.0%	-8%	1%	15%	8%	3%	i	3%
Cc1ccc(NC(=O)c2cccc(N3C(=O)CCC3=O)c2)nc1	8%	0.3%	-9%	2%	-2%	2%	-14%	i	-4%
CC(NC(=O)COC(=O)CNS(=O)(=O)/C=C/c1ccccc1)c1ccccc1 (configuration not stated)	-25%	0.1%	6%	-13%	10%	nt	1%	i	10%
Nc1nc(CSC(=S)N2CCN(c3ccccc3)CC2)nc(Nc2ccccc2)n1	14%	2.7%	16µM*	-9%	?	-12%	4%	i	-7%
CCC(C)(C)C(=O)Nc1ccc(OC)cc1[N+](=O)[O-]	-20%	0.0%	10%	-4%	2%	-5%	-1%	i	6%
Cc1ccc(S(=O)(=O)N2CCOCC2)cc1NC(=O)CN(C)C1CCS(=O)(=O)C1 (configuration not stated)	8%	-0.5%	-16%	2%	2%	nt	-3%	i	6%
Cc1ccc(C)c(OCc2cc(C(=O)N(C)Cc3nccs3)no2)c1	-16%	-1.9%	18%	-11%	4%	2%	10%	i	-4%
CCOC(=O)NC(=O)CSc1nnnn1-c1ccc(C)cc1	-15%	-0.6%	-3%	6%	-6%	0%	0%	i	-5%
Cc1cccc(NC(=S)N2CCC(c3nc4ccccc4o3)CC2)c1	-19%	-0.7%	0%	5%	?	4%	1%	i	0%
CCc1cccc(NC(=O)Cn2c(=O)c(C(F)(F)F)nc3ccccc32)c1	-5%	-0.3%	?	nt	-4%	14%	nt	i	9%
COc1ccc(-c2cc(C(=O)N3CCOCC3)no2)cc1OC	-33%	5.4%	?	-1%	-45%	28%	0%	i	10%
CC(C)CCNC(=O)c1ccc2c(c1)ncn2C1CCCC1	-6%	4.8%	?	-7%	7%	nt	10%	i	8%
COc1cc(C(=O)Nc2ccc(-n3c(C)nc4ccccc4c3=O)cc2)cc(OC)c1OC	-7%	1.0%	nt	nt	21%	1%	nt	i	0%
C[C@@H]1NC(=O)OC1c1ccco1 (some centres not stated)	-76%&-11%	-0.4%	-15%	-14%	3%&-25%	0%	-3%	i	0%
CCCCN(CC)CCNC(=O)c1cn(CCOC)c(=O)c2c1c1ccccc1n2C	-7%&-16%	-0.8%&0.0%	-6%&0%	-4%	24%&-5%	-5%	17%	i	0%&0%
COc1ccccc1/C=C1/C(=O)N(c2ccccc2)N=C1C	-8%	1.8%	8%	5%	-6%	-11%	?	i	2%
Cc1cccc(OCCn2c(=S)[nH]c3ccccc32)c1	-27%	3.0%	-19%	0%	-18%	8%	4%	i	-1%
CCOC(=O)CSc1nc2c(c(=O)[nH]1)C(C)(CC)Cc1ccccc1-2 (configuration not stated)	-7%	2.9%	-3%	-28%	-6%	1%	?	i	-11%
Cc1cccc(OCC(=O)N/N=C/CC(C)c2ccccc2)c1C (configuration not stated)	-22%	0.7%	5%	-7%	-20%	9%	13%	i	2%
COC(=O)c1cccc(Oc2nc3c(c(=O)n(C)c(=O)n3C)n2C(C)C)c1	-13%	0.1%	-18%	1%	-26%	-14%	-6%	i	-1%
O=C1CN(CC(=O)Nc2ccc(SC(F)F)cc2)CCN1	-7%	3.4%	15%	15%	12%	3%	-29%	i	7%
Cc1ccc(C(=O)Nc2ccc3nc(SCC(=O)N4CCCc5ccccc54)sc3c2)cc1	93%	1.2%	?	nt	0%	nt	nt	nt	-16%
CCOP(=O)(OCC)C(NC(=O)Nc1cccc(Cl)c1)C(N)=O (configuration not stated)	0%	-1.1%	-16%	2%[57.1 µM]	-5%	nt	2%	i	27%
COC(=O)CN(c1ccc(OC)cc1)S(=O)(=O)c1c(C)noc1C	1%	0.2%	-13%	4%	36%[activator]	0%	-2%	?	0%
COc1cccc(NC(=O)CSc2nnc(-c3ccoc3C)n2-c2ccccc2)c1	-17%	0.3%	1%	-4%	0%	1%	?	i	-8%
O=C1CSC2(CCCCC2)N1CCO	13%	-0.1%	8%	15%	-16%	4%	-5%	i	-11%
COc1ccc(NC(=O)C(C)n2nc(C)c3c(C)n(-c4ccccc4)nc3c2=O)cc1Cl (configuration not stated)	-16%	1.2%	-17%	nt	-24%	-17%	nt	?	-8%
COc1ccc([C@H]2C[C@@H](n3cc(C4CC4)nn3)[C@H](O)CN2Cc2cccs2)cc1	-29%	3.5%	nt	5%	-15%	-5%	nt	?	nt
C=C(C)COc1ccc2c(CC)cc(=O)oc2c1	-15%	1.0%	?	-2%[57.1 µM]	-6%	nt	3%	i	25%
COc1ccc2nc(N3CCN(C(=O)C4COc5ccccc5O4)CC3)sc2c1 (configuration not stated)	-22%	2.9%	?	-15%	19%	6%	?	i	8%
CCOC(=O)c1ccc2c(c1)N(C(CC)C(=O)Nc1ccccc1OC)C(=O)c1ccccc1S2 (configuration not stated)	-18%	5.0%	nt	nt	-8%	10%	nt	i	-3%
COC(=O)c1ccc(NC2=CC(=O)CC(C)(C)C2)cc1	-49%	?	3%	10%	0%	-22%	?	i	-3%
COc1ccc(/C=N/N=C/c2ccc(OC)cc2)cc1	-4%	-0.5%	16%	-6%	2%	55%[activator]	-9%	i	-5%
Cc1ccc(S(=O)(=O)N2CCN(Cc3ccccc3)CC2)s1	-36%	-0.1%	5%	-3%	-4%	-8%	-1%	i	10%
CCOc1cc(CNCc2ccccc2)ccc1OCc1ccc(Cl)cc1	-97%	-1.0%	?	-5%	?	?	?	?	16%
Cc1nnc(SCCC(=O)Nc2ccc(Cl)cc2)o1	-3%	0.4%	-13%	-5%	-14%	-13%	-3%	i	21%
COc1ccc(C(CC(=O)N2CCN(c3ccccc3)CC2)c2c(OC)cc(OC)c3ccc(=O)oc23)cc1 (configuration not stated)	-20%&6%	-0.2%	-18%&-3%	6%	?	-12%	?	i	?
CC1CCN(C(=O)C(NS(=O)(=O)c2cccc3nsnc23)c2ccccc2)CC1 (configuration not stated)	-7%	0.0%	0%	-4%	-1%	0%	3%	i	-4%
COc1ccc(C(=O)c2cc3ccc(O)cc3oc2=O)cc1	-44%	2.2%	11%	0%	3%	8%	?	i	-22%
Cc1csc(/N=C/N(C)C)c1C#N	-185%	0.1%	20%	2%	0%	17%	5%	i	2%
CCN(CC)S(=O)(=O)c1ccc2oc(C(=O)N(C)Cc3ccccc3)c(C)c2c1	-25%	3.8%	-2%[9.27 µM]	nt	-12%	-17%	nt	i	1%
CC(=O)Nc1nonc1-c1nnc(SCC(=O)Nc2ccc(C)c(Cl)c2)n1-c1ccccc1	0%	0.5%	?	nt	-2%	-7%	nt	i	-26%
CCCC(=O)Nc1ccccc1Sc1ncnc2scc(-c3ccccc3)c12	-5%	-0.8%	-16%	-4%	6%	0%	?	i	-10%
CCOC(=O)Cn1cc(Cl)c(=O)c(Cl)c1	14%	-0.9%	0%	-2%	-1%	-4%	8%	i	5%
Cn1cc(-c2ccc(C(=O)Nc3cccc(Oc4ccccc4)c3)c3occc23)cn1	-9%	0.4%[9.22 µM]	nt	9%	11%	11%	nt	i	nt
Cc1cc(N2CCN(Cc3nc(-c4ccc(Cl)cc4)oc3C)CC2)cc(C)n1	-29%	9.0%	-20%	-7%	?	?	?	i	6%
CSc1ccccc1C(=O)Nc1ccc2c(c1)OCO2	1%	2.1%	?	-5%	4%	7%	3%	i	0%
COC(=O)c1sccc1NC(=O)Nc1ccccc1OC	-2%	22%	0%	-15%	-15%	9%	-8%	i	1%
O=C(COC(=O)c1n[nH]c2ccccc12)NC(=O)NC1CCCC1	-3%	-0.1%	-10%	-4%	-27%	-5%	-4%	i	1%
COc1ccccc1NS(=O)(=O)c1ccc(O)c(C(=O)OCC(=O)N2c3ccccc3CC2C)c1 (configuration not stated)	-27%	4.0%	-2%	-11%	-11%	nt	1%	i	-8%

Only part of the results is shown; rates above refer to the full screens.
